proCasp3 act – activators of human procaspase-3 D3A mutant, primary screen, biochemical, absorbance, PC-3 D3A mutant, single concentration; activation, % at 8.5 µM; hit rate 0.11% among 330,000; recombinant procaspase-3 D3A, Ac-DEVD-pNA absorbance 405 nm;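 active = activation above the mean of all tested compounds plus 3 SD, cut at about 21% in these data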;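 also: 0% = DMSO alone and 100% = DMSO wells spiked with extra 5 µM PC-3 D3A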
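Assay system – Procaspase-3 D3A mutant · Benchmarks – DMSO low control, extra-enzyme high control · Technique – 405 nm absorbance of p-nitroaniline, reads at 0 and 120 min · Doses – 8.5 µM nominal · Measure – % activation between DMSO and enzyme-spiked controls · Also added – Ac-DEVD-pNA chromogenic peptide substrate · Schedule – 1 h compound preincubation, 2 h substrate hydrolysis at 25 °C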
TPT1 inh – Candida albicans TPT1 enzyme inhibitors, primary screen, biochemical, fluorescence polarization | tRNA 2'-phosphotransferase TPT1 (Candida albicans SC5314) | recombinant caTPT1, FP RNA substrate dephosphorylation | inhibition, % at 5 µM | hit rate 0.81% among 300,000 | AID 1962, 2009;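 active = inhibition above the mean of all tested compounds plus 3 SD, set per screening campaign, cut at about 24% in these data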;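 also: plate controls were DMSO alone for no effect and ferristatin control at 100 nM for full effect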
CTSL1 counter – Fasciola hepatica cathepsin L1 inhibitors, primary screen, counter-screen for PFM18AAP inhibitor project, biochemical, QFRET, fluorogenic peptide substrate; AID 1906, 2009; hit rate 0.49% among 300,000; recombinant F. hepatica cathepsin L1, Z-Leu-Arg-MCA fluorescence; inhibition, % at 5.96 µM;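 active = inhibition above the mean of all tested compounds plus 3 SD, set per screening campaign, cut at about 17% in these data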;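 also: 0% = plate median of test compound wells and 100% = 1 µM Z-Phe-Ala-diazomethylketone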
GASC-1 inh – inhibitors of GASC-1 histone demethylase, primary screen, biochemical, fluorescence, DELFIA europium; hit rate 0.069% among 330,000; GST-JMJD2C(1-420) H3K9me3 demethylation; AID 2099, 2009; inhibition, % at 2.35 µM;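 active = more than half of a compound's replicate wells show inhibition beyond 50%, single wells judged on their own value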;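 also: signal counts dimethyl H3K9 product captured on neutravidin plate; 0% = median of DMSO wells and 100% = 0.3 times that DMSO median; strong numbers were not always called active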
Target sequence (Q9H3R0 1-420 limits assumed): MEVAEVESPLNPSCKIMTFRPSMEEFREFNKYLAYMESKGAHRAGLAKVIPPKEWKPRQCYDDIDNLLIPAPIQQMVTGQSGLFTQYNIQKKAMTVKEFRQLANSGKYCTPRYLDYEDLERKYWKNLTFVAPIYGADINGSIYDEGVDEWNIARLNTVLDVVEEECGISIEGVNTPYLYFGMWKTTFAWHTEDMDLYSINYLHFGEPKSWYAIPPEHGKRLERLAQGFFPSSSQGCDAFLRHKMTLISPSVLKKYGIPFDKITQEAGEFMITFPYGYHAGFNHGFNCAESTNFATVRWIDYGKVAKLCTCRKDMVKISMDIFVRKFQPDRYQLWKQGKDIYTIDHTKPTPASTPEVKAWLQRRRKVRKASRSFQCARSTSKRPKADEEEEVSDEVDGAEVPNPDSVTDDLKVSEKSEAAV
HCV core dimer – inhibitors of HCV core protein dimerization, primary screen, biochemical, TR-FRET, high-throughput | hit rate 0.33% among 300,000 | inhibition, % at 5 µM | TR-FRET GST/Flag-core106 dimerization, 1536-well | AID 1899, 2009;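 active = inhibition above the mean of all tested compounds plus 3 SD, set per screening campaign, cut at about 45% in these data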
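assay system = GST-tagged and Flag-tagged HCV core protein residues 1-106 | controls = unlabelled core106 and no-GST-core106 wells | incubation = compound-protein-antibody incubation 4 h at 22.5 °C | probe or stimulus = Eu donor and XL665 acceptor anti-tag antibodies | read-out = % inhibition based on acceptor/donor emission ratio | signal = TR-FRET 671 and 617 nm emission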
Efflux pump inh – inhibitors of Candida efflux pumps in yeast, primary screen, S. cerevisiae, Nile Red, multiplex. AID 485275, 2010. S. cerevisiae Candida pump triplex. hit rate 0.44% among 330,000. inhibition, % at 10 µM;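 active = plate passing quality check with inhibition over a set limit, or well fluorescence over plate mean plus 4 SD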;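 also: Nile Red retained in pooled yeast measured as flow cytometry median fluorescence; 0% = buffer negative control and 100% = Enniatin B positive control; higher means more Nile Red kept so more efflux inhibition; some compounds called inactive have numbers as strong as hits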
procasp7 counter – procaspase-7 activators, primary screen, counter-screen for procaspase-3 activator project, biochemical, absorbance, HTS, human. activation, % at 8.5 µM. hit rate 0.093% among 330,000. recombinant procaspase-7, Ac-DEVD-pNA absorbance 405 nm; D23A/D198A/D206A triple mutant, cannot self-cleave; scale: DMSO 0, 5 µM enzyme 100. Caspase-7 (Homo sapiens), P55210;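 active = percent activation above the screen-wide mean plus 3 SD, cut at about 25% in these data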
Target sequence (P55210 whole entry D23A/D198A/D206A): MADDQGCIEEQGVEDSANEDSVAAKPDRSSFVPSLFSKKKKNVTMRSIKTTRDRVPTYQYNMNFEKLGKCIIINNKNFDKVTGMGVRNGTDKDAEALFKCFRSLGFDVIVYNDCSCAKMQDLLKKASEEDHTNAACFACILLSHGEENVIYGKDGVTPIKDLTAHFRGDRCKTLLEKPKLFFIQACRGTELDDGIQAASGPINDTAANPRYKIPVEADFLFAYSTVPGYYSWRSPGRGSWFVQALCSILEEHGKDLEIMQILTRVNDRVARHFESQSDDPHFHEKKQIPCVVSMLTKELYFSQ
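Assay system: Uncleavable procaspase-7 mutant enzyme; Input: 2 µM procaspase-7 mutant as dispensed; Also added: DEVD-pNA substrate; Medium: Zinc-free HEPES pH 7.4 with 300 mM NaCl, 0.01% Triton X-100; Timing: 1 h compound preincubation, 2 h substrate cleavage, 25 °C; Measured by: Epi-absorbance of released pNA at 405 nm, two timepoints.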
PP5 primary – PP5 phosphatase inhibitors, primary screen, biochemical, fluorescence; inhibition, % at 6.7 µM; Serine/threonine-protein phosphatase 5 (Homo sapiens), P53041; AID 1987, 2009; hit rate 0.18% among 320,000; purified PP5c, OMFP substrate fluorescence;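 active = inhibition above the campaign's mean inhibition across all tested compounds plus 3 SD, cut at about 9.5% in these data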;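 also: 0% = DMSO only and 100% = 100 µM cantharidin control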
PP1 counter – PP1-alpha phosphatase inhibitors, primary screen, counter-screen for PP5 inhibitor project, biochemical, fluorescence, OMFP substrate, single point. Serine/threonine-protein phosphatase PP1-alpha catalytic subunit (Homo sapiens), P62136. purified PP1alpha. inhibition, % at 6.7 µM. hit rate 0.9% among 320,000;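 active = inhibition above the mean inhibition of all tested compounds plus 3 SD, computed separately for each screening campaign, cut at about 15% in these data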
Target sequence (P62136 whole entry, looked up): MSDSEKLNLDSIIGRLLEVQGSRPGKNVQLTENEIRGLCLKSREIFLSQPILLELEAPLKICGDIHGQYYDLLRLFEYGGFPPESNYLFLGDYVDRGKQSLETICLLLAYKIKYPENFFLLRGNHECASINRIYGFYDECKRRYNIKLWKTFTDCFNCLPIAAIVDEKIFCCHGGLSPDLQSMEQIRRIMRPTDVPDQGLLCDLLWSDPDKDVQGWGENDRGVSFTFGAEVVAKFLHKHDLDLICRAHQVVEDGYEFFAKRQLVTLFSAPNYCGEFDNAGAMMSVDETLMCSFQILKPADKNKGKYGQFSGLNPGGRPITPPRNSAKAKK
Active calls of the source: *; . = not tested or not shown. Rows were taken by chance. Share with any hit: about 2.9%.

SMILES	proCasp3 act	TPT1 inh	CTSL1 counter	GASC-1 inh	HCV core dimer	Efflux pump inh	procasp7 counter	PP5 primary	PP1 counter
CCN1C(=O)c2cccc3c(NC(=O)c4ccc(OC)c(OC)c4)ccc1c23	-1	7	-3	3	-68	0.0	3	0.9	1
COC(=O)CSc1ccc2nnc(-c3ccc(F)cc3)n2n1	6	-1	2	-20	0	-0.1	2	-1.7	-2
O=C1Cc2cc(S(=O)(=O)N3CCN(c4ccccc4)CC3)ccc2N1	-6	3	-3	40	8	0.0	-8	3.4	-5
O=c1oc2ccccc2cc1-c1nc2c(s1)CCCC2	9	-2	0	-3	4	-0.1	96*	4.7	6
O=S(=O)(c1ccc(C2CCCCC2)cc1)N1CCOCC1	9	-3	1	4	-3	-0.5	8	0.6	0
O=C(CN(C(=O)Cn1nnc(-c2cccs2)n1)c1ccc2c(c1)OCCO2)NCc1ccccc1	-2	-3	1	-1	8	0.1	13	-0.4	0
Cc1cccc(Oc2ccc3c(c2)cc(C(=O)O)n3C)c1	3	1	-3	-14	1	-0.1	16	1.2	2
COc1ccc(C(=O)NNC(=O)c2cc3cc(OC)ccc3oc2=O)cc1	6	-5	8	2	-3	0.0	-2	-2.0	-4
O=C(CCCc1ccccc1)Nc1cccc2c1CCCC2	-3	2	-1	1	8	-0.1	4	3.1	6
Cc1ccc(-c2nc(-c3cccnc3)sc2CC(=O)O)cc1	2	-5	6	-4	0	-0.1	4	-2.7	1
CCOc1ccccc1NC(=O)Nc1cccc(C(C)=O)c1	-5	1	6	-5	-5	0.0	8	3.2	-1
O=C(CSc1nc2ccccc2s1)N/N=C/c1ccco1	-4	2	9	4	1	3.3	7	0.0	1
CC(=O)c1ccc(OCCOc2ccc(Cl)c3cccnc23)cc1	0	1	5	10	3	0.0	5	0.4	-2
CC(C)(C)OC(=O)N[C@H](/C=C/c1ccccc1)C(=O)OC(C)(C)C	0	.	.	1	.	0.0	4	3.5	-2
Cc1ccc(SCCC(=O)Nc2ccc(Br)c(C)c2)cc1	8	0	-3	8	0	-0.6	1	2.7	0
CCOc1ccc(-c2nn3c(-c4ccccc4)nnc3s2)cc1	3	-2	-2	4	6	-0.1	-7	1.8	6
CN(C(=O)c1ccc(NC(=O)C2CCN(C(=O)OC(C)(C)C)CC2)cc1)C1CCC1	-4	.	.	-1	.	-0.1	-3	.	.
CC(C)(C)NC(=O)C(c1ccncc1)N(C(=O)Cn1nnc(-c2ccc(F)cc2)n1)c1cccc(F)c1 (stereo unspecified)	1	2	-8	3	5	0.8	7	3.4	0
O=C(CN1CCOCC1)NNC(=S)Nc1ccc(Cl)cc1	-11	-2	-7	-4	-2	0.2	-18	-2.2	-1
CN(C(=O)CC1C(=O)NCCN1Cc1ccc(F)cc1Cl)C1CCCCC1 (stereo unspecified)	-1	2	3	1	-6	0.0	7	2.3	2
O=C(Nc1ccccc1Oc1cccnc1)C1CCCN(Cc2cccc(Cl)c2)C1 (stereo unspecified)	-2	-2	5	-12	1	0.5	-7	-2.6	3
CN(C)C(=O)C(Sc1ccc(S(=O)(=O)N2CCCC2)cn1)c1ccccc1 (stereo unspecified)	-19	.	.	.	.	0.0	-41	-0.9	-3
O=C(C1CCCCC1)N1CCN(S(=O)(=O)c2cccc([N+](=O)[O-])c2)CC1	5	0	-2	-4	0	0.1	13	1.6	-2
O=C(CNC(=O)c1cccs1)NCCN1CCC(Cc2ccccc2)CC1	5	-1	0	22	-5	-0.1	2	3.2	-1
CCN(CC)S(=O)(=O)c1cccc(NC(=O)CN2C(=O)c3ccc([N+](=O)[O-])cc3C2=O)c1	3	0	1	-12	4	-0.2	3	2.2	-1
Cc1ccc(S(=O)(=O)N2CCN(c3cnn(C)c(=O)c3Cl)CC2)cc1	-1	2	-2	-38	4	0.0	-1	-1.8	2
O=C(COC(=O)Cc1ccsc1)Nc1cccc(F)c1	8	.	.	1	.	0.0	-2	4.2	-2
C/C=C\C=C\C(=O)N1CC2(CC(c3cccc(NC(=O)/C(C)=C\C)c3)=NO2)C[C@H]1C(N)=O (stereo partly specified)	-11	0	2	3	17	0.4	-2	2.6	1
CCOc1ccc(N/C(=C(/C(Cl)=C(Cl)Cl)[N+](=O)[O-])n2cncn2)cc1	4	-22	0	-7	9	0.1	-7	0.4	0
COC(=O)c1sccc1NC(=S)N1CCN(c2cccc(C)c2C)CC1	4	-6	-2	8	0	0.2	-5	-2.2	6
CCN(CC)C(=O)CSc1ccc(C(F)(F)F)cc1[N+](=O)[O-]	-1	-3	2	-5	3	0.1	-3	-1.0	-2
CSc1ccc(C(=O)C2CCCN(C(=O)Cn3cnnn3)C2)cc1 (stereo unspecified)	2	-1	-1	1	9	0.2	1	3.0	-1
COCCn1c(SCC(=O)Nc2cc(C)on2)nc2c(c1=O)SCC2	4	4	2	3	-7	-0.1	-6	-0.9	-1
CCOc1cc(C(=O)NC)cc(Br)c1OC	7	-2	-2	-10	-3	-0.4	9	0.7	-3
Cc1ccc(S(=O)(=O)C(C#N)c2nc3ccccc3nc2N2CCN(C)CC2)cc1C (stereo unspecified)	-9	1	4	0	-1	0.2	4	4.3	-2
CCC(C)(C)NC(=O)C(c1ccc(OC)cc1)N(C(=O)CCC(=O)Nc1cc(C)on1)c1ccc(OC)cc1OC (stereo unspecified)	2	-6	-2	-15	11	0.0	4	2.1	0

Two compounds drawn at random from the list so far:
SMILES	proCasp3 act	TPT1 inh	CTSL1 counter	GASC-1 inh	HCV core dimer	Efflux pump inh	procasp7 counter	PP5 primary	PP1 counter
CCN(CC)S(=O)(=O)c1cccc(NC(=O)CN2C(=O)c3ccc([N+](=O)[O-])cc3C2=O)c1	3	0	1	-12	4	-0.2	3	2.2	-1
COC(=O)c1sccc1NC(=S)N1CCN(c2cccc(C)c2C)CC1	4	-6	-2	8	0	0.2	-5	-2.2	6

More results:
SMILES	proCasp3 act	TPT1 inh	CTSL1 counter	GASC-1 inh	HCV core dimer	Efflux pump inh	procasp7 counter	PP5 primary	PP1 counter
CCOc1ccccc1-n1nnnc1SCC(=O)NC(=O)Nc1ccc2c(c1)OCCO2	-1	-6	5	3	15	-0.1	6	3.0	1
O=c1[nH]c(Nc2ccc3c(c2)OCCO3)nnc1Cc1ccccc1	-8	-6	1	-30	6	0.0	2	1.6	-2
O=C(CSc1ncnc2sc3c(c12)CCCC3)c1ccco1	-6	9	6	.	24	0.0	-3	3.1	4
CCc1nc2ccc(C(=O)NCCCN3CCN(c4ccccc4F)CC3)cc2nc1CC	-6	-1	2	-1	9	0.0	2	-0.1	-2
NS(=O)(=O)c1ccc(-c2ccc(/C=N/Nc3ccc(C(=O)O)cc3)o2)cc1	-8	18	9	4	-22	0.0	-28	0.5	10
COc1ccc(CNC(=O)CCNS(=O)(=O)c2cc(Br)cnc2N)cc1	-5	1	-6	-1	-11	-0.1	2	0.6	1
O=C(O)C1CCC(=O)N1C1c2ccccc2Oc2ccccc21 (stereo unspecified)	-2	-5	-3	-2	0	-0.3	-3	-3.3	5
Cc1cc(C(=O)Nc2ccc(S(=O)(=O)N3CCOCC3)cc2)ccc1[N+](=O)[O-]	13	4	-2	18	6	0.4	7	1.1	1
O=C1CCn2nc(-c3ccc(Cl)cc3)cc2N1	4	0	-1	-21	-15	0.1	-7	3.6	-3
COCCNC(=O)/C(C#N)=C/c1cccs1	-1	-3	-2	-3	1	0.0	3	0.3	-4
O=C(CCc1ccccc1)N1CCCN(C(=O)CCc2ccccc2)CC1	-4	0	-1	2	-1	-0.1	0	1.5	2
Cc1ccc(S(=O)(=O)N2CCC(C(=O)OCC(=O)N3CC(C)CC(C)C3)CC2)cc1C (stereo unspecified)	1	2	4	-2	8	0.1	3	-1.4	-8
CN1/C(=C\C(=O)c2ccco2)C(C)(C)c2ccccc21	-24	1	-1	-3	4	-0.8	-23	-0.3	-3
CCc1nc(CN2CCN(c3ccc(C(F)(F)F)cn3)CC2)c(C)[nH]1	3	1	0	2	-4	0.1	3	0.6	-6
COc1ccc(NC(=O)CSc2nnc(CNC(=O)COc3ccc(Cl)cc3)o2)c(OC)c1	-11	2	-3	14	0	0.0	6	-0.1	-2
O=C(Nc1ccc(Cl)cc1)c1nc[nH]c1C(=O)N1CCc2ccccc2C1	10	.	.	-2	.	-0.2	6	2.3	-4
COc1ccc(F)cc1C(=O)C1CCCN(C(=O)c2ocnc2C)C1 (stereo unspecified)	0	-2	-1	1	1	0.0	4	0.5	0
CC1CCCC(C)N1C(=O)CSc1nnc(C2CCCCC2)o1 (stereo unspecified)	6	-4	13	0	1	0.0	3	-1.7	-1

Among those listed so far, 8 contain fluorine.
SMILES	proCasp3 act	TPT1 inh	CTSL1 counter	GASC-1 inh	HCV core dimer	Efflux pump inh	procasp7 counter	PP5 primary	PP1 counter
COC(=O)CSc1ccc2nnc(-c3ccc(F)cc3)n2n1	6	-1	2	-20	0	-0.1	2	-1.7	-2
CC(C)(C)NC(=O)C(c1ccncc1)N(C(=O)Cn1nnc(-c2ccc(F)cc2)n1)c1cccc(F)c1 (stereo unspecified)	1	2	-8	3	5	0.8	7	3.4	0
CN(C(=O)CC1C(=O)NCCN1Cc1ccc(F)cc1Cl)C1CCCCC1 (stereo unspecified)	-1	2	3	1	-6	0.0	7	2.3	2
O=C(COC(=O)Cc1ccsc1)Nc1cccc(F)c1	8	.	.	1	.	0.0	-2	4.2	-2
CCN(CC)C(=O)CSc1ccc(C(F)(F)F)cc1[N+](=O)[O-]	-1	-3	2	-5	3	0.1	-3	-1.0	-2
CCc1nc2ccc(C(=O)NCCCN3CCN(c4ccccc4F)CC3)cc2nc1CC	-6	-1	2	-1	9	0.0	2	-0.1	-2
CCc1nc(CN2CCN(c3ccc(C(F)(F)F)cn3)CC2)c(C)[nH]1	3	1	0	2	-4	0.1	3	0.6	-6
COc1ccc(F)cc1C(=O)C1CCCN(C(=O)c2ocnc2C)C1 (stereo unspecified)	0	-2	-1	1	1	0.0	4	0.5	0

High-throughput results from PubChem BioAssay.
